SUMO1-SIM PPI – SUMO1-SIM interaction modulation; hit rate 0.33% among 360,000; SUMO1 binding to a labelled peptide, TR-FRET, 1 h; inhibition, % at 20 µM; P63165; AID 602429; in the data active means inhibition above about 37%
Target sequence (P63165 whole entry, looked up): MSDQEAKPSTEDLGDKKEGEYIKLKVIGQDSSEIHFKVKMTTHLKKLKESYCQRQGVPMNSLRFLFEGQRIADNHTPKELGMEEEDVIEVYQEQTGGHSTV
Scp1 inh – Scp-1 (human) phosphatase inhibition | Recombinant Scp1, phosphopeptide, malachite green phosphate absorbance | inhibition, % at 20 µM | hit rate 0.88% among 340,000 | AID 493091;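 active means inhibition above about 50% at 20 µM, limit read from the data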;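 further: plate controls were DMSO wells with enzyme for no effect and wells lacking enzyme for full effect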
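Test system: SCP-1 phosphatase catalytic domain, residues 76-261 | Compound dosing: One concentration, 20 µM, with 1.0% DMSO | Schedule: 45 min room-temperature reaction, 5 min colour, 30 min stabiliser | Detection: Absorbance at 630 nm | Read-out basis: % inhibition of SCP-1 phosphate liberation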
PABP1 MLLE inh – inhibitors of microRNA-mediated deadenylation, human PABP1 MLLE binding; AID 588489; GST-MLLE / FITC-PAM2 fluorescence polarization; inhibition, % at 20 µM; hit rate 0.36% among 360,000; P11940; in the data active means inhibition above about 35%, passing the limit was not always enough;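 further: plate controls were DMSO wells with GST-MLLE for no effect and wells lacking GST-MLLE protein for full effect; some results filed as inactive read as strong as hits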
Target sequence (P11940 whole entry, looked up): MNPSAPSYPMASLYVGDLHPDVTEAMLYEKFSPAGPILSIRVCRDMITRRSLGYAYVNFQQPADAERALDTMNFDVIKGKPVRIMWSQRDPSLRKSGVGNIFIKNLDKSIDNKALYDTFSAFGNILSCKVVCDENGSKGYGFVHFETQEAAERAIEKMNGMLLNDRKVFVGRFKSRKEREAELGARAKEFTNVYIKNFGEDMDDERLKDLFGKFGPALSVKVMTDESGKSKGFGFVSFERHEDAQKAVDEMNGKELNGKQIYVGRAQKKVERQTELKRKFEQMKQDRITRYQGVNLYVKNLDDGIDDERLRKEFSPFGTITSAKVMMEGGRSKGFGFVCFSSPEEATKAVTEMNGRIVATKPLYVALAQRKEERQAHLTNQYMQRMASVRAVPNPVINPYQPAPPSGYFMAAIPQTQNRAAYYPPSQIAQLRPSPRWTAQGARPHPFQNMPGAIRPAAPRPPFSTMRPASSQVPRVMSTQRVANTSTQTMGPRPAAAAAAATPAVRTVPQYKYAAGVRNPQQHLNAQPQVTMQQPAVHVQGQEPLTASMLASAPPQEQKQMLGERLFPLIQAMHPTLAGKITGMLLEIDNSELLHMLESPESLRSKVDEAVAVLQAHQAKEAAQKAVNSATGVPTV
DNMT1 block – blocks human DNA methyltransferase DNMT1; inhibition (reported as % activation of signal), % at 10 µM; AID 588458; DNMT1 molecular beacon, Hinp1I cleavage, fluorescence; hit rate 0.83% among 360,000; P26358; in the data active means inhibition above about 50%
LMPTP inh – blocks human LMPTP phosphatase | recombinant LMPTP-A, OMFP fluorogenic substrate, fluorescence intensity | P24666 | hit rate 0.22% among 360,000 | inhibition, % at 20 µM;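 active means compounds that cut the enzyme signal by at least half of the control window in the single-dose screen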;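 further: plate controls were DMSO wells with enzyme plus substrate for no effect and substrate without enzyme for full effect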
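Test system: LMPTP-A, protein tyrosine phosphatase of low molecular weight; Input: 0.625 nM enzyme; Incubation: 50 min dark incubation at room temperature; Signal: endpoint fluorescence intensity from OMFP dephosphorylation; Read-out basis: % inhibition versus control wells.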
CSN inh – CSN deneddylation inhibition; Q92905; Purified CSN, SCF-Nedd8-OG deneddylation, fluorescence polarization; inhibition, % at 12.5 µM; hit rate 0.38% among 360,000;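 active means pattern-corrected inhibition above about 35%, with an unprinted fluorescence ratio check between 0.5 and 1.5, limit read from the data, passing the limit was not always enough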;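 further: 0% = enzyme with substrate and 100% = substrate without enzyme; some results filed as inactive read as strong as hits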
Target sequence (Q92905 whole entry, looked up, one chain of several): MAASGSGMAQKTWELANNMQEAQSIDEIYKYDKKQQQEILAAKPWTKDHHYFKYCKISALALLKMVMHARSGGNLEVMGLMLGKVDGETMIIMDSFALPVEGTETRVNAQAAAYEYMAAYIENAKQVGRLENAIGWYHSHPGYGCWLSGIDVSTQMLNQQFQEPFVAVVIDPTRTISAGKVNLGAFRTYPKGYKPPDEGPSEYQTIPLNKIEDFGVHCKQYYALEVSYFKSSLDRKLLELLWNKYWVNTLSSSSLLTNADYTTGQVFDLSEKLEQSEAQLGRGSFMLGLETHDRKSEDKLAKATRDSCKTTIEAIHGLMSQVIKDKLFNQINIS
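Detection – fluorescence polarization · System – HEK293T-derived human Csn5 enzyme · Controls – substrate-only high control, full reaction low control · Timing – 90 min, room temperature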
NadD block – blocks S. aureus nicotinate mononucleotide adenylyltransferase; purified NadD enzyme, colorimetric absorbance read-out; inhibition, % at 20 µM; hit rate 0.78% among 360,000; AID 602399; in the data active means inhibition above about 26%; further: some compounds past the cut are filed as inactive
Rpn11 block – blocks the human proteasome subunit Rpn11; O00487; human 26S proteasome, Ub4-pepOG fluorescence polarization; 20S core pre-blocked with epoxomicin; calls only at 20 µM; hit rate 0.59% among 360,000;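 active means inhibition at 20 µM, scaled to each plate's controls, above about 33%, limit read from the data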
STEP inh – STEP (human) phosphatase inhibition | P54829 | recombinant STEP, OMFP fluorogenic substrate, fluorescence | inhibition, % at 20 µM | hit rate 0.25% among 360,000;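 active means inhibition at 20 µM, scaled per plate between control wells, above about 37%, limit read from the data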;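 further: 0% = DMSO with enzyme and substrate and 100% = substrate only without enzyme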
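System: STEP phosphatase, cell-free reaction; Buffer or medium: Bis-Tris pH 6.0 buffer with DTT, detergent; Incubation: 20 min at room temperature, dark; Measured by: fluorescence, 480/540 nm.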
Tb MetRS inh – Trypanosoma brucei MetRS inhibition | purified T. brucei MetRS, ATP depletion, Kinase-Glo luminescence | inhibition, % at 11.9 µM | hit rate 0.4% among 360,000 | AID 624268;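 active means inhibition above a per-plate cutoff of the control wells' mean inhibition plus 3 SD, cut at about 5.5% in these data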;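 further: 0% = DMSO wells median and 100% = median of wells with control inhibitor compound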
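Test system: purified T. brucei MetRS enzyme. Also added: ATP, methionine and E. coli bulk tRNA substrates. Compound: 11.9 µM single point. Schedule: 15 min enzyme-compound preincubation, 2 h reaction, 10 min detection, 25 °C. Signal: luciferase luminescence of residual ATP, Kinase-Glo. Evaluation: percent inhibition versus plate control medians. Controls: DMSO wells, low control.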
The depositor's hits bear a star; i = inactive; . = not tested or not shown; & = joins results of further samples.

SMILES	SUMO1-SIM PPI	Scp1 inh	PABP1 MLLE inh	DNMT1 block	LMPTP inh	CSN inh	NadD block	Rpn11 block	STEP inh	Tb MetRS inh
Cc1cc(=O)oc2cc(OCC(=O)N3CCN(C(=O)C4COc5ccccc5O4)CC3)ccc12 (stereo not drawn)	-4	-6	-6	0	-0.3	-1	4	i	-1	-0.7
COc1ccccc1CNC(=O)C(=O)Nc1ccc(C(=O)N2CCC(C)CC2)cc1	1	-5	-10	2	0.9	2	-1	i	1	0.0
Cc1csc(-c2nc3ccccc3n2C(C)c2nc3ccccc3[nH]2)c1 (stereo not drawn)	-3	.	.	.	-0.1	1	.	.	.	0.3
COc1ccccc1NC(=O)CSc1nc(C)c2c(c1C#N)CCCC2	-2	-9	-2	5	-0.3	6	1	i	-2	-0.1
COc1ccccc1CNC(=O)[C@H](CCSC)NC(=O)[C@@H]1Cc2ccccc2CN1	2	7	-4	10	-0.6	-9	4	i	-3	-1.0
O=C(c1cccc(S(=O)(=O)N2CCCC2)c1)N1CCN(c2ccccc2)CC1	3	-3	4	-4	-0.5	-2	-4	i	1	-0.4
Cc1cc(F)ccc1S(=O)(=O)Nc1c(C)n(C)n(-c2ccccc2)c1=O	3	-6	-9	0	-1.1	2	0	i	0	0.2
CCSc1nnc(-c2ccccc2N)c(=O)[nH]1	-6	1	4	-2	1.3	3	0	i	-1	-0.4
O=C(O)CC1SC(=Nc2ccccc2)N(c2ccccc2)C1=O (stereo not drawn)	2	-15	-15	-2	-2.5	-4	5	i	5	-0.1
COCc1cc(CN2CCCC(C(=O)Nc3ccc(-c4ccco4)cc3)C2)ccc1OC (stereo not drawn)	-1	-2	-21	-11	4.9	7	9	i	4	-0.7
CN(C)S(=O)(=O)c1ccc2c(c1)C(=NNC(N)=O)c1cc(S(=O)(=O)N(C)C)ccc1-2	-1	-16	5	-4	-0.9	2	1	i	2	-0.3
Cc1ccc(CN2CCC(c3nc4ccc(Cl)cc4[nH]3)CC2)cc1	-4	-4	-36	-5	1.3	1	-7	i	-3	8.2*
O=C(NCCCn1ccnc1)c1ccc(Cl)c(S(=O)(=O)N2CCOCC2)c1	2	4	0	3	-2.7	0	-2	i	-1	-0.8
Cc1ccc(NC(=O)COc2ccc(/C=C3/NC(=O)NC3=O)cc2)cc1	-8	-2	-2	20	1.5	2	0	i	-1	0.3
c1ccc(-c2cnnc3ccccc23)cc1	-22	-7	0	2	0.5	-2	0	i	0	-0.3
COc1ccc(OC)c(S(=O)(=O)N2CCC(C(=O)Nc3cccc(C(F)(F)F)c3)CC2)c1	2	-13	5	-5	1.8	-3	-7	i	-1	-0.4
O=C(Nc1ccc(Cl)c(-c2nc3ccccc3[nH]2)c1)c1cccnc1	3	8	-5	-14	0.6	5	2	i	3	0.3
S=c1[nH]nc(Cc2ccc(Cl)cc2)o1	-2	1	-110	-1	-1.5	2	-4	i	0	-0.8
CCOc1ccc(N(CC(=O)OC)S(=O)(=O)c2ccc3c(c2)n(C)c(=O)c(=O)n3C)cc1	4	-13	11	1	-1.4	-1	-3	i	-2	-0.2
CC(=O)Oc1ccccc1C(=O)OCCN=C1NS(=O)(=O)c2ccccc21	7	-2	11	1	-2.2	6	-3	i	-2	-0.7
CC(C)c1nnc(NC(=O)c2cc3ccccc3o2)s1	2	-1	-2	-2	-1.4	-3	-2	i	0	-1.4
Cc1cc(F)ccc1NC(=O)c1cc(S(=O)(=O)N2CCc3ccccc32)cn1C	2	-9	8	-2	1.2	1	-6	i	0	-0.4
Cc1cc(SC(C)C(=O)O)nc2ccccc12 (stereo not drawn)	-1	-7	19	-1	0.7	12	-5	i	-1	-0.4
COc1cccc(C(=O)NCC2(c3ccccc3)CCCC2)c1OC	1	-6	11	-3	1.6	3	0	i	4	-2.1
CN(C(=O)COC(=O)c1ccccc1OCc1ccc(F)cc1)C1CCS(=O)(=O)C1 (stereo not drawn)	-28	-10	27	2	-9.5	-5	4	i	-4	0.0
COc1ccccc1CNC(=O)C1CCCN(S(=O)(=O)c2cccc3cccnc23)C1 (stereo not drawn)	4	-4	19	-1	0.2	-1	1	i	2	0.7
CCOC(=O)Nc1ccc2c(c1)N(C(=O)OCCN(C)C)c1ccccc1CC2	2&3	3&0	-2&4	-9&-1	-2.7&-0.6	-2&1	-2&3	i	-4&-4	0.0&-0.2
O=C(N/N=C/C1CC=CCC1)c1cc(-c2cccnc2)nc2ccccc12 (stereo not drawn)	-2	-10	-8	-3	-0.1	-4	-1	i	3	-0.4
C=CCCC(=O)N1C[C@H]2CON(C)[C@H]2C[C@H]1c1cccc(Nc2ccccc2)c1	4	-8	4	4	-0.4	5	1	i	1	0.1
Cc1ccc(S(=O)(=O)N2CCN(C(=O)CN3CCOCC3)C2c2ccccc2)cc1 (stereo not drawn)	-1	12	4	-1	-1.0	-5	4	i	-6	-2.1

4 of the compounds above, with the structure last:
SUMO1-SIM PPI,Scp1 inh,PABP1 MLLE inh,DNMT1 block,LMPTP inh,CSN inh,NadD block,Rpn11 block,STEP inh,Tb MetRS inh,SMILES
2,-1,-2,-2,-1.4,-3,-2,i,0,-1.4,CC(C)c1nnc(NC(=O)c2cc3ccccc3o2)s1
2,-9,8,-2,1.2,1,-6,i,0,-0.4,Cc1cc(F)ccc1NC(=O)c1cc(S(=O)(=O)N2CCc3ccccc32)cn1C
-1,-7,19,-1,0.7,12,-5,i,-1,-0.4,Cc1cc(SC(C)C(=O)O)nc2ccccc12 (stereo not drawn)
1,-6,11,-3,1.6,3,0,i,4,-2.1,COc1cccc(C(=O)NCC2(c3ccccc3)CCCC2)c1OC

Next part
SMILES	SUMO1-SIM PPI	Scp1 inh	PABP1 MLLE inh	DNMT1 block	LMPTP inh	CSN inh	NadD block	Rpn11 block	STEP inh	Tb MetRS inh
O=C1CNC(=O)N1	3	-11	-3	2	-0.7	5	-1	i	0	-0.4
CCOC(=O)C1CCCN(C(=O)C2c3ccccc3Oc3ccccc32)C1 (stereo not drawn)	-6	-11	180	36	-1.0	-78	1	i	-12	-0.4
CN(CC(=O)Nc1ccc(Cl)c(C(F)(F)F)c1)C(=O)COC(=O)C1CC2CCCC(C1)C2=O (stereo not drawn)	-3	-12	-14	-6	0.0	-7	-2	i	-2	0.5
CCOC(=O)C1(Cc2ccc(OC)cc2)CCN(C(=O)CCn2ccc(C)n2)CC1	1	-1	2	7	-0.6	1	7	i	-1	-0.3
COc1ccc(C(=O)ON=C2CCN(c3ccc([N+](=O)[O-])cc3)CC2)cc1	-19	-17	-16	-4	3.7	-3	-5	i	-1	-0.1
COCCOc1cc(NC(=O)c2sccc2Oc2ccc([N+](=O)[O-])cc2F)c(Cl)cc1Cl	-5	-10	5	-7	0.7	7	15	i	4	0.2
COc1ccc(-n2c(SCC(=O)Nc3cc(C)on3)nc3c([nH]c4ccccc43)c2=O)cc1	-89	35	-1	-3	1.7	0	18	i	-1	-0.6
COC(=O)C1=COC(C)C2CN3CCc4c([nH]c5cc(OC)c(OC)cc45)C3CC12 (stereo not drawn)	4	-1	-47	-6	0.3	-15	-1	i	-6	0.8
CCOC(=O)C1=CCN(S(=O)(=O)c2ccc(C)cc2)C1c1cccc2ccccc12 (stereo not drawn)	4	.	1	-11	2.6	1	-7	i	3	-0.1
Fc1ccc(-c2nnn(Cc3nc4ccccc4s3)n2)cc1	1	-8	2	-5	0.0	-4	-11	i	0	-0.9
CCn1c(C)c(C(C)=O)c(N2CCN(c3cccc(Cl)c3)CC2)nc1=S	-4	8	14	-3	1.0	-13	9	i	8	0.2
Cc1nc(OCC(C)C)c2sc3nc4c(cc3c2n1)COC(C)(C)C4	-4	-3	1	0	-0.5	-1	5	i	2	0.5
COc1ccc(C2CC(=O)NC(=O)C2)cc1	2	-7	1	0	-3.0	1	-4	i	1	2.1
CCCCCc1c(-c2ccccc2)ncn1CCc1ccccc1OC	5	.	.	.	3.1	-4	-4	.	.	-0.6
O=C(Nc1ccc(N2CCCC2)cc1)C(c1ccccc1)c1ccccc1	8	3	-11	73*	3.6	9	37*	i	7	0.0
Cn1c(SCC(=O)Nc2ccccc2F)nnc1C1CCCCC1	-1	7	-9	9	0.4	-2	-2	i	-1	-0.1
Cc1nnc(SCC(=O)Nc2ccccc2)n1CCc1ccccc1	-4	-5	0	0	-0.8	-2	1	i	-4	0.1
COc1ccc(-c2cc(=O)oc3c(C)c(OCc4nn[nH]n4)ccc23)cc1	-14	-4	-1	7	-1.0	-1	15	i	2	0.6
COc1c2c(c(OC)c3ccccc13)[C@@]1(OC2)O[C@H](CCO)C[C@H](O)[C@H]1O	-3	.	15	2	-2.3	7	-8	i	-1	-0.3
CCOc1ccc(S(=O)(=O)NCCC(=O)NCC(c2ccccc2OC)N2CCCC2)cc1 (stereo not drawn)	1	0	-7	2	2.3	-1	2	i	-1	-0.3
CCC(=O)N(CC(=O)Nc1sc(C)c(C)c1C(N)=O)C1CCCC1	3	-6	-1	1	-0.4	-5	1	i	1	0.0
COc1ccccc1CNC(=O)c1cc(-c2ccc(F)cc2OC)n[nH]1	5	.	1	0	1.9	-2	0	i	-1	-0.3
O=C1N[C@H](Cc2ccccc2)COC(=O)[C@H](Cc2ccc(F)cc2)C/C=C\C[C@H]1CC(=O)N(CCO)Cc1ccccc1	5	-6	10	-2	1.1	3	-11	i	0	0.6
N/C(=N\OC(=O)Cc1ccccc1)c1cccnc1	-3	3	5	-6	-1.3	2	-8	i	-2	-0.5
O=C1CCCCCC(=O)[C@H](O)C[C@H](c2ccccc2)O1	0	.	.	.	-1.0	-3	5	.	.	-0.3
Cc1cccn2cc(-c3cccc(NC(=O)c4cccs4)c3)nc12	1	12	-20	-2	10	-1	1	i	2	-1.3
CS(=O)(=O)N1CCN(C(=S)NCc2ccc(Cl)cc2)CC1	0	3	-120	5	5.4	-2	0	i	2	-1.0
N#Cc1c(NC(=O)c2cc(-n3cnnc3)ccc2Cl)sc2c1CCCC2	2	-1	-94	-3	1.7	-2	15	i	1	-0.8
Cn1c(SCc2ccc(Br)cc2)nnc1-c1cccs1	2	-1	10	-1	-0.7	2	-6	i	-1	0.0
CC(C)Nc1nc(NCCN2CCNC2=O)c2sccc2n1	-5	.	1	1	20	-1	4	i	-2	-0.2
COc1ccc(CC(=O)Nc2cc(NC(=O)Cc3ccc(OC)c(OC)c3)cc(C(=O)O)c2)cc1OC	0	3	3	-4	-0.5	0	-3	i	-2	-0.9

Assay outcomes as filed in PubChem BioAssay.
